KB-3-1 cytotox – qHTS assay for MDR1-selective chemotherapeutics: Primary screen using the parental adenocarcinoma cell KB-3-1; AID 1347075, 2019; Potency, µM (series often up to 46.1 µM), for the others: top-dose activity change, negative = cytotoxic, actives largely listed as cytotoxic; KB-3-1 viability, CellTiter-Glo ATP luminescence, 72 h; 400,000 tested, 1.4% active; further: potency means the concentration at half of the fitted maximal effect; on the % scale 0 is the no-effect control and ±100 the full control effect; nearly all actives have a fitted effect of over 60% in size
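Screening of KB-3-1 cells (DMEM, 10% FBS, phenol-red free) ran from lowest to highest compound concentration; after 72 h at 37 °C viability was read luminescently and curves fitted.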
D3 antag – qHTS of D3 Dopamine Receptor Antagonist: qHTS; D(3) dopamine receptor (Homo sapiens), P35462; D3R cells, DiscoveRx beta-arrestin luminescence, antagonist mode; hits give low values; max response, negative = inhibition, %; 360,000 tested, 2.5% active; in the data active means max response below about -50%; inconclusive means no clear call, values can overlap the other calls; further: on the % scale 0 is the no-effect control and ±100 the full control effect; mostly tested at two doses, the higher about 12 µM
Target sequence (P35462 whole entry, looked up): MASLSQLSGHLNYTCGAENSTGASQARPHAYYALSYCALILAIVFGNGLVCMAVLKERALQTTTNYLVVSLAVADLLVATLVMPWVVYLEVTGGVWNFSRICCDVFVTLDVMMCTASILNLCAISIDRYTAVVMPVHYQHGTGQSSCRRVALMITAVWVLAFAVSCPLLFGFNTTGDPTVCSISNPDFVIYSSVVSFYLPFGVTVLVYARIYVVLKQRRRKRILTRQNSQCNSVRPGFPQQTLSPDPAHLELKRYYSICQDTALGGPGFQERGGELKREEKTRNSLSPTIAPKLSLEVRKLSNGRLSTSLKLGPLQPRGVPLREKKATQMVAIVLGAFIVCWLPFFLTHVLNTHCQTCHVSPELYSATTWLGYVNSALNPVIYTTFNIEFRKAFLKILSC
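Cells plated overnight at 1500 cells/well, then exposed to library compounds with dopamine controls for 90 minutes at 37 degrees C. DiscoveRx reagent added for 30–60 minutes at room temperature; luminescence read, quantitative HTS format.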
HT1080 IDH1KD tx – qHTS for induction of synthetic lethality in tumor cells producing 2HG: qHTS for the HT-1080-IDH1KD cell line. 360,000 tested, 2% active. Potency, µM (doses to about 46.1 µM), without a hit: at the highest dose activity, negative = toxicity, actives largely listed as cytotoxic. HT-1080 IDH1 knockdown viability, ATP luminescence, 48 h. AID 686971, 2013;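 further: potency means the concentration at half of the fitted maximal effect; 0% = DMSO wells and -100% = cell-free medium wells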
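Luminescent ATP read-out (CellTiter-Glo, 10 min at room temperature) after 48 h compound exposure at 37 °C gave viability of IDH1-knockdown HT-1080 cells. Activity was normalised to DMSO and cell-free wells, then fitted as concentration-response curves.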
KB-V1 MDR tox – qHTS assay for MDR1-selective chemotherapeutics: Primary screen using the drug-selected MDR subline cells KB-V1. KB-V1 MDR cells viability, CellTiter-Glo, 72 h. Potency, µM (series often up to 46.1 µM), without a hit: top-dose activity change, negative = cytotoxicity, usual class: cytotoxic. 400,000 tested, 3.4% active. AID 1347076, 2019; further: potency means the concentration at half of the fitted maximal effect; on the % scale 0 is the no-effect control and ±100 the full control effect; nearly all actives have a fitted effect of over 60% in size
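Readout: CellTiter-Glo luminescence, 10 min after addition. Cells: KB-V1 MDR subline, 72 h at 37 degrees C with compound. Analysis: corrected, normalized data fitted to concentration-effect curves.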
SW480 rerep – A quantitative high throughput screen for small molecules that induce DNA re-replication in SW480 colon adenocarcinoma cells; SW480 DNA re-replication, Hoechst DNA content imaging, 48 h; 340,000 tested, 1.8% active; Potency, µM (series often up to 46.1 µM), for inactives: at the highest dose re-replication activation, actives largely listed as activators; AID 624297, 2012; further: potency means the concentration at half of the fitted maximal effect; % of control where 0% means no effect; nearly all actives have a fitted effect of over 55% in size
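SW480 cells exposed to compounds for 48 hr at 37 C, 5% CO2, then Hoechst-stained 40 min. Nuclear DNA content imaged by fluorescence scanning (405 nm excitation, 500-530 nm emission); re-replication scored as increased high-intensity nuclei.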
D3 ag – qHTS of D3 Dopamine Receptor Agonist: qHTS. D3R DiscoveRx beta-arrestin cells, luminescence, 90 min. max activation, %. 410,000 tested, 0.58% active; in the data active means max activation above about 30%; further: 0% is about no effect; mostly tested at two doses, the higher about 12 µM
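Cells at 1500/well, incubated overnight, then treated with pinned compounds (dopamine as control) for 90 min at 37 degrees C. DiscoveRx reagent added for 30 - 60 minutes at room temperature; luminescence read.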
HT1080NT lethal – qHTS for induction of synthetic lethality in tumor cells producing 2HG: qHTS for the HT-1080-NT fibrosarcoma cell line; HT-1080-NT fibrosarcoma viability, CellTiter-Glo ATP luminescence, 48 h; Potency, µM (titrated, usually from 46.1 µM), for inactives: at the highest dose activity, negative = less viability, hits mostly cytotoxic; 360,000 tested, 1.6% active;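 further: NT is the 2HG producing partner of a matched IDH1 knockdown line; potency means the concentration at half of the fitted maximal effect; 0% = DMSO-treated cells and -100% = media-only wells without cells; nearly all actives have a fitted effect of over 55% in size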
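HT-1080-NT fibrosarcoma cells (2HG-overproducing), 750 cells/well in RPMI with 5% FBS, dosed after 2 h and incubated 48 h at 37C. CellTiter-Glo luminescence normalized to DMSO and no-cell wells; concentration-response curves fitted and classed.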
IL1B secr inh – qHTS for Inhibitors of Inflammasome Signaling: IL-1-beta AlphaLISA Primary Screen; THP-1 LPS/ATP IL-1B secretion, AlphaLISA, 16 h; hits give low values; activity change, % at 57.5 µM; 360,000 tested, 4.7% active; in the data active means activity change below about -50%; inconclusive means mostly about -30% to -49%; further: on the % scale 0 is the no-effect control and ±100 the full control effect
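THP-1 cells pretreated 1 hr with compounds (up to 57.5 uM final), then stimulated with LPS (250 ng/mL final) plus ATP (1.25 mM final); secreted IL-1B measured by AlphaLISA after 16 hr, decreased signal indicating inhibition.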
GLP-1R agonist – qHTS of GLP-1 Receptor Agonists; Glucagon-like peptide 1 receptor (Homo sapiens), P43220; HEK293 GLP-1R CRE-luciferase, luminescence, 4-6 h; cells express a hypersensitive GLP-1R form; Potency, µM (titrated, usually from 45.6 µM), without a hit: top-dose activation, most hits filed as activators; 380,000 tested, 0.007% active; AID 624172, 2012; further: potency means the concentration at half of the fitted maximal effect; % of control where 0% means no effect
Target sequence (P43220 whole entry, looked up): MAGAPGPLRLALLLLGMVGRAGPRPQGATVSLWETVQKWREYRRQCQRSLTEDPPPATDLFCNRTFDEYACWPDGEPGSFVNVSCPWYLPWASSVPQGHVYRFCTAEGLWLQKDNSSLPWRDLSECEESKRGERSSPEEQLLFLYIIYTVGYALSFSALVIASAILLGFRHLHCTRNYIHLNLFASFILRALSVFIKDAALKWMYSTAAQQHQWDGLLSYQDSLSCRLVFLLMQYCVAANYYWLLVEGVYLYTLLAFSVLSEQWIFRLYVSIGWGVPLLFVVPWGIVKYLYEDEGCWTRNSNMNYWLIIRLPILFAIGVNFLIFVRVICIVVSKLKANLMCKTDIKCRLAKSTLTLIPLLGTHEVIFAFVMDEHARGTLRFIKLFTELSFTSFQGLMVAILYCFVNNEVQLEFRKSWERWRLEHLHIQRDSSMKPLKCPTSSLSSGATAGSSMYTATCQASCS
* marks the source's active call; other numbers are inactive results; ? = inconclusive; . = no result given; & = joins results of further samples; [ ] = remark or other dose. Unless noted, the call rests on the fitted dose curve; in most records, active means well fitted curve in the direction sought with a large enough effect; inconclusive means small, poorly fitted or top-dose-only effect, or another doubt; inactive means no such curve, though single readings can be large; an effect the other way counts as inactive or inconclusive. An unsorted share of the library; any-hit rate near 12%.

SMILES | KB-3-1 cytotox | D3 antag | HT1080 IDH1KD tx | KB-V1 MDR tox | SW480 rerep | D3 ag | HT1080NT lethal | IL1B secr inh | GLP-1R agonist
O=C(c1cccc2ccccc12)N1CCN(c2ccc([N+](=O)[O-])c(NCc3ccco3)c2)CC1 | 0% | 0 | 6% | -5% | 2% | 1 | 2% | 4 | 17%
COc1cccc(OC)c1C(=O)Nc1ccccc1C(=O)N1CCOCC1 | -21% | -13 | 7% | -3% | 0% | 7 | 13% | 0 | 16%
O=C(NCCC1=CCCCC1)c1ccc2c(c1)N(Cc1ccc(Cl)cc1)C(=O)c1ccccc1S2(=O)=O | -6% | . | . | ? | . | 2 | . | . | -3%
Nc1ncnc2c1ncn2[C@@H]1O[C@H](C(=O)N2CCN(c3ccc(Cl)cn3)CC2)[C@@H](O)[C@H]1O | 0% | -9 | ? | -3% | . | -7 | ? | 2 | 7%
NC(=O)Cc1ccc(C(=O)CSc2nnc(-c3ccncc3)n2C2CC2)s1 | 0% | -6 | -3% | 12% | -12% | 1 | 1% | 33 | 8%
CN1CCN(CC(O)COC(c2ccccc2)c2ccccc2)CC1 (configuration not stated) | -2% | -3 | -14% | -10% | -14% | 1 | -16% | -8 | 10%
O=C(CN1C(=O)c2ccccc2S1(=O)=O)NCCc1ccccc1 | 1% | 10 | 10% | 9% | -6% | 17 | 14% | 3 | 10%
Cc1ccc(NC(=O)CSc2ccc3nnc(CCNC(=O)c4ccccc4)n3n2)c(C)c1 | -1% | -8 | 16% | 20% | -3% | -18 | 5% | 10 | 6%
COc1ccc(CN2CCNC(=O)C2CC(=O)NCCCn2cccn2)cc1C (configuration not stated) | . | 0 | 13% | . | 6% | 5 | 1% | -6 | -7%
CC(C)(C)C(=O)Nc1ccc(N2CCN(C(=O)c3cccs3)CC2)cc1 | 6% | -10 | 3% | -5% | . | 0 | 5% | ? | 0%
COc1cccc(C(O)c2nc(-c3ccc(C)c(C)c3)cs2)c1 (configuration not stated) | 0% | 0 | -24% | -4% | . | 0 | -23% | 27 | 12%
COc1cc(NC(=O)c2ccno2)cc(C(=O)Nc2cccc(C(F)(F)F)c2)c1 | 7% | 7 | -6% | ? | -13% | 15 | -10% | -6 | 0%
O=C(CSc1nc2ccccc2c(=O)[nH]1)Nc1ccc(C(=O)O)cc1 | -3% | 11 | 7% | -1% | -2% | -1 | 14% | -5 | 6%
COc1ccc(S(=O)(=O)Nc2c(C)nc3nc(C)[nH]n3c2=O)cc1 | 7%&-3% | -12 | 9% | 13%&18% | -11% | -1&4 | 15% | -8 | 10%
O=C(OCC(=O)N1CCN(c2ccccc2)CC1)c1ccco1 | 18% | 12 | 19% | 0% | -6% | 2 | 11% | -4 | -5%

Three entries from above, with two lines to a compound:
Values in the order – KB-3-1 cytotox	D3 antag	HT1080 IDH1KD tx	KB-V1 MDR tox	SW480 rerep	D3 ag	HT1080NT lethal	IL1B secr inh	GLP-1R agonist
- CC(C)(C)C(=O)Nc1ccc(N2CCN(C(=O)c3cccs3)CC2)cc1
    6%	-10	3%	-5%	.	0	5%	?	0%
- COc1cccc(C(O)c2nc(-c3ccc(C)c(C)c3)cs2)c1 (configuration not stated)
    0%	0	-24%	-4%	.	0	-23%	27	12%
- COc1cc(NC(=O)c2ccno2)cc(C(=O)Nc2cccc(C(F)(F)F)c2)c1
    7%	7	-6%	?	-13%	15	-10%	-6	0%

Continued:
SMILES | KB-3-1 cytotox | D3 antag | HT1080 IDH1KD tx | KB-V1 MDR tox | SW480 rerep | D3 ag | HT1080NT lethal | IL1B secr inh | GLP-1R agonist
S=C(NCc1ccccc1)N1CCc2ccccc2C1 | -20% | 10 | -24% | ? | -4% | 0 | -10% | -18 | 6%
CN(N=Nc1cccc([N+](=O)[O-])c1)c1cccc([N+](=O)[O-])c1 | 10% | -9 | 6% | -4% | -5% | 2 | 10% | -6 | -3%
CC(=O)C1=C(Nc2ccccc2)CC(C)(O)C(C(C)=O)C1c1ccccc1 (configuration not stated) | -12% | -10 | -10% | -22% | -4% | -10 | -6% | -16 | 0%
O=C(CCc1nc2ccccc2s1)NCc1ccccc1F | 5% | -14 | -2% | -27% | ? | 4 | -4% | 17 | -4%
CCC(=O)Nc1cc(-c2nc3ccccc3s2)c(Cl)cc1Cl | 10% | . | . | -2% | . | -9 | . | . | 0%
CCc1cc2ccc(C)c(C)c2nc1SCC(=O)Nc1cc(C)on1 | -7% | 0 | -7% | -23% | -17% | -14 | -25% | -7 | 3%
CN(Cc1nc(-c2cccs2)no1)CC1COCCO1 (configuration not stated) | -8% | -8 | 3% | 0% | 7% | -9 | 0% | 8 | 2%
COc1cccc(CNC(=O)CN2C(=O)NC(c3ccccc3)(c3ccccc3)C2=O)c1 | 8% | 4 | -14% | 8% | -80%[inhibitor] | 2 | -11% | -12 | 6%
O=C(C[C@H]1C=C[C@@H](NS(=O)(=O)c2ccccc2)[C@@H](CO)O1)NCc1ccc(Cl)c(Cl)c1 | -2% | -8 | -6% | 3% | . | -1 | -14% | -10 | .
Cc1cccc2[nH]c3c(=O)n(CCN4CCNCC4)cnc3c12 | 4% | 5 | -19% | -1% | -6% | -7 | -14% | -3 | -6%
CCCCn1c(=O)[nH]c(=O)c2c1nc(-c1ccc(OCC)cc1)n2CC | 6% | 8 | 7% | -25% | -6% | 5 | -1% | 28 | 18%
Cc1c(C(=O)OCC(=O)N(C)c2ccccc2)oc2ccccc12 | . | -16 | 4% | . | 11% | -13 | -1% | 29 | -1%
CN(Cc1ccccc1)S(=O)(=O)c1ccc(N2CCCC2=O)cc1 | -6% | 17 | 6% | 4% | -7% | 2 | 1% | 30 | 20%
COc1ccccc1/C=C/C(=O)NCC(=O)N/N=C(/C)c1ccco1 | -3% | -8 | 14% | 21% | 1% | -11 | 0% | 31 | 18%
Clc1ccc(NCc2cccnc2)cc1 | 0% | -7 | -11% | 16% | -5% | -8 | -8% | -7 | 10%
O=C(NCc1ccccc1)c1noc2c1CCCCC2 | -6% | 5 | ? | 21µM* | ? | 5 | ? | -15 | 27%
CCCn1c(SCC(=O)N2CCCCC2)nnc1-c1ccco1 | -2% | 11 | 12% | -37% | -3% | 1 | 23% | 2 | -6%
N#CCCN(C(=O)COC(=O)c1ccc(S(=O)(=O)N2CCOCC2)cc1)c1ccccc1 | . | -21 | 7% | . | 5% | -8 | 4% | 9 | 5%
Cc1cc2oc(=O)cc(CN3CCCC3)c2cc1C | 0% | -17 | 5% | -11% | . | -10 | 16% | -6 | 12%
C=CCn1c(SCC(=O)Nc2ccc(-c3nc4ccc(C)cc4s3)cc2)nnc1-c1ccncc1 | -13% | -8 | 22% | 0% | 3% | 0 | 16% | 15 | 3%
CCC1CCC2(CC1)NC(=O)N(CC(=O)Nc1ccc(OC)cc1)C2=O (configuration not stated) | -2% | -28 | -8% | -25% | -3% | -4 | -19% | -7 | -7%
Cc1cccc2cc(CN(CC3CCCO3)C(=O)c3cccnc3)c3nnnn3c12 (configuration not stated) | -4% | 0 | 12% | -19% | 0% | 0 | 2% | 1 | 5%
COc1ccc(NC(=O)c2c(-c3ccccc3Cl)noc2C)c(OC)c1 | -7% | 8 | ? | 0% | -1% | -5 | ? | 2 | 27%
COCCNc1c(-c2ccc(OC)c(OC)c2)nc2ccc(Cl)cn12 | -7% | 1 | 2% | -8% | -9% | 8 | -5% | ? | 11%
Cc1cccc(S(=O)(=O)C(C#N)c2nc3ccccc3nc2N2CCOCC2)c1 (configuration not stated) | -18% | -7 | 2% | 4% | -2% | 9 | -3%[9.24 µM] | 0 | 1%
COc1ccc(CNC(=S)Nc2ccc(OC)cc2)cc1 | 3% | -4 | 5% | -21% | 2% | 1 | 2% | -3 | -3%
CCOC(=O)COc1cccc2c(=O)n(CC(=O)N3CCCCC3)ccc12 | -13% | 25 | 15% | 8% | -3% | 0 | 5% | 25 | -2%
O=C(Nc1ccc(Br)cn1)C1CCCN1S(=O)(=O)c1ccccc1 (configuration not stated) | ? | 4 | -11% | 0% | -7% | -2 | -3% | 5 | 2%
COCCNC(=O)c1cc(-c2ccc(Cl)c(Cl)c2)on1 | ? | 6 | 14% | 0% | -8% | 5 | -6% | 0 | -6%
COc1cc(O)c(CC=C(C)C)c(O)c1C(=O)CCc1ccc(O)cc1 | -14% | 111 | ? | -19% | ? | 24 | -24% | 8 | 6%
CCCCN(C(=O)CSc1nnc(-c2ccc(OC)cc2)n1C(C)C)c1c(N)n(Cc2ccccc2)c(=O)[nH]c1=O | 0% | 0 | 0% | 0% | 2% | 0 | -7% | ? | -4%
CC(=O)[C@@]12O[C@@H]1C[C@H]1[C@@H]3CC[C@H]4C[C@@H](O)CC[C@]4(C)[C@H]3CC[C@@]12C | -39% | 1 | -12% | -4% | -4% | -4 | -1% | -7 | -7%
O=C(Nc1ccc(Cl)cc1)C1CCN(C(=O)c2ccco2)CC1 | -1% | -8 | -8% | -6% | -13% | -3 | -11% | -7 | 8%
CCOC(=O)N1CCN(C2=C(NS(=O)(=O)c3ccccc3)C(=O)c3ccccc3C2=O)CC1 | -9% | -3 | -25% | -29% | ? | 0 | ? | 6 | -3%
COc1ccc(NS(=O)(=O)c2ccc(N3CCOCC3)c(NC(=O)c3ccc(F)cc3)c2)cc1 | ? | 22 | ? | ? | ? | 9 | ? | -12 | 8%
Oc1ccccc1CNc1nc2ccccc2n1CCN1CCCCC1 | 20% | -74* | -14% | -18% | -6% | -13 | -15% | -29 | 0%

Screens as filed in PubChem BioAssay.
